# RTF Ca sens inh: cardiac RTF calcium desensitization; IANBD-labeled cardiac RTF, Ca2+ fluorescence; inhibition, % at 7.15 µM; 340,000 tested, 0.12% active; AID 493244;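 active means inhibition above the mean inhibition of all tested compounds plus 3 SD, cut at about 17% in these data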;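 further: assay run at fixed EC70 calcium of 1.6 mM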
# CAL PDZ FP-1: inhibitors of human CAL PDZ peptide binding; Q9HD26; purified CAL PDZ, TMR-peptide fluorescence polarization, 1 h; inhibition, % at 24.9 µM; 300,000 tested, 0.92% active; AID 602252;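 active means mean inhibition of at least 30% with at least half of replicates also reaching 30%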;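 further: 0% = DMSO neutral control and 100% = excess unlabeled competitor peptide PRC23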
# DAGLB inhibitor: blocks human DAGLB lipase activity. Q8NCG7. HEK293T DAGLB membrane lysate, EnzChek fluorogenic substrate. inhibition, % at 5.17 µM. 340,000 tested, 0.059% active. AID 504411; in the data active means inhibition above about 34%;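 further: 0% = enzyme with vehicle and 100% = wells lacking enzyme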
# Rtt109 Vps75: C. albicans Rtt109 histone acetyltransferase inhibition. Q5AAJ8. purified Rtt109/Vps75, ThioGlo CoA-SH fluorescence, 4 h. inhibition, % at 34.9 µM. 330,000 tested, 0.16% active. AID 540336;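 active means inhibition of at least 50% in every replicate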
# Target sequence (Q5AAJ8 whole entry, looked up): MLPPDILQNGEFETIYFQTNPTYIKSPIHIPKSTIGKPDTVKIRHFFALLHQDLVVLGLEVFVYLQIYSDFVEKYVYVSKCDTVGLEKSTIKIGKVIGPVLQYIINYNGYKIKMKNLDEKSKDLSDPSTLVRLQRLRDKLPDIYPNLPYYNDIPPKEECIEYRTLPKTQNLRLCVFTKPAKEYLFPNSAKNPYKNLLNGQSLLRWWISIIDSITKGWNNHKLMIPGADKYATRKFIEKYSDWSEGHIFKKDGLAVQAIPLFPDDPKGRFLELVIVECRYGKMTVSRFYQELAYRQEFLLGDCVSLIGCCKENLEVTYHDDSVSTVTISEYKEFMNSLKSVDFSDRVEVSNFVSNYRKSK
# PKA-R2B activ: PKA-R2B complex activation. PKA-R2B holoenzyme dissociation, Cy5-IP20 fluorescence polarization; R2B truncated from residue 108, S112A mutant; 0% DMSO only, 100% 113 µM cGMP. 340,000 tested, 0.079% active. P22694+P31323. activation, % at 11.4 µM;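 active means activation above a cutoff set at the mean over all compounds plus 3 SD, cut at about 18% in these data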;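 further: higher means more holoenzyme dissociation and a rise in polarization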
# SR-BI uptake up: SR-BI HDL lipid transfer activation; activation, % at 12.5 µM; CHO ldlA[mSR-BI] cells, DiI-HDL uptake fluorescence, 3 h; 100 = double the neutral-control signal; 320,000 tested, 0.096% active;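 active means mean replicate activation of at least 60% and every replicate at or above 60%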;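 further: 0% = median plate neutral-control signal and 100% = twice that signal; values of inactives mirror those of a sister screen read the other way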
#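 system = CHO ldlA[mSR-BI] cells, LDL receptor-null, SR-BI overexpressing | medium = Ham's F12 with 0.5% BSA, HEPES 25 mM, pH 7.4 | probe or stimulus = DiI-HDL 10 µg/mL | compound dosing = single-point compound dose | incubation = compound exposure 3 h, 37 °C | technique = DiI fluorescence, bottom read | read-out = cell-associated DiI fluorescence as measure of HDL uptake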
# Keap1-Nrf2 PPI: Keap1-Nrf2 (human) interaction inhibition | Keap1 Kelch-Nrf2 peptide fluorescence polarization, 1536-well | inhibition, % at 9.4 µM | 340,000 tested, 0.15% active | AID 504523; in the data active means inhibition above about 12%;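 further: human Keap1 Kelch domain with fluorescein labeled Nrf2 9mer peptide probe; 0% = neutral control wells and 100% = peptide positive control; higher means more block of Keap1 binding to Nrf2 peptide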
# Target sequence (Q14145 whole entry, looked up, the tested form may be a part): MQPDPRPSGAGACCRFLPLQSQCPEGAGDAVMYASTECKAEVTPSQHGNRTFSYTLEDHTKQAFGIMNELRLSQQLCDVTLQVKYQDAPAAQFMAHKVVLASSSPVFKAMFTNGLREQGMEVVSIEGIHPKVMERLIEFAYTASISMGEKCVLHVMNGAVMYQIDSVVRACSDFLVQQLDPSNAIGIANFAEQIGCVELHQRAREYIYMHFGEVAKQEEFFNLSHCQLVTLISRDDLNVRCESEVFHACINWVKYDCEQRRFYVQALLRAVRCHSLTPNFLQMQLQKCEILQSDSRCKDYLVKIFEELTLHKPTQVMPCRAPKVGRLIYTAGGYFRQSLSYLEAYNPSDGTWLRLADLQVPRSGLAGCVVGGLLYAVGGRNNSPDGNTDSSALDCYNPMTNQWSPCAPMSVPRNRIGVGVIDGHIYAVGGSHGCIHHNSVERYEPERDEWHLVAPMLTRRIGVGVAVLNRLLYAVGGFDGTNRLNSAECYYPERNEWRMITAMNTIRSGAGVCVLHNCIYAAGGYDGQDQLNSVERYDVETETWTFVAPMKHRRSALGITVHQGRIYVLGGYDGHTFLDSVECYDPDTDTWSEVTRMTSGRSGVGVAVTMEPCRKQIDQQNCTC
# cardiac RTF act: increases calcium sensitivity of human cardiac regulated thin filaments; IANBD-labeled TnC RTF fluorescence at EC20 calcium; 0% EC20 calcium, 100% full calcium; activation, % at 7.2 µM; 340,000 tested, 0.24% active; AID 493008;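 active means activation above the mean over all tested compounds plus 3 SD, cut at about 30% in these data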;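 further: rise in fluorescence read as greater calcium sensitivity of cardiac thin filaments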
# CAL PDZ FP-2: inhibitors of human CAL PDZ peptide binding. 330,000 tested, 0.02% active. Q9HD26. AID 504414. inhibition, % at 20 µM. purified CAL PDZ, TMR-peptide fluorescence polarization, 1 h;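 active means highest replicate inhibition of at least 40%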;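 further: plate controls were DMSO neutral control wells for no effect and unlabeled competitor peptide control wells for full effect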
#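 Read-out basis: mP drop reported as inhibition | Assay system: Tagged CAL PDZ protein CerCALP, purified | Benchmarks: Unlabelled peptide for full inhibition, DMSO wells as neutral | Schedule: 1 h incubation at room temperature before polarization reading | Buffer or medium: Sodium phosphate/NaCl buffer pH 7.4 with TCEP, IgG, Thesit | Doses: Single point, 20 µM | Measured by: Fluorescence polarization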
# C-LANA FP: inhibitors of KSHV LANA C-terminal domain DNA binding; 340,000 tested, 0.078% active; inhibition, % at 9 µM; MBP-C-LANA/FAM-LBS DNA binding, fluorescence polarization;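 active means highest replicate inhibition at or above 60% at 9 µM, even if other replicates fall short; inactive means all replicates below 60% inhibition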;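 further: 0% = neutral control wells and 100% = 4 µM acridine orange control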
# * hit, by the source's call; · = no result given. Not a hit list, and some 1.6% of all compounds hit somewhere here.
SMILES,RTF Ca sens inh,CAL PDZ FP-1,DAGLB inhibitor,Rtt109 Vps75,PKA-R2B activ,SR-BI uptake up,Keap1-Nrf2 PPI,cardiac RTF act,CAL PDZ FP-2,C-LANA FP
O=C(O)CCn1cc(-c2ccc(Cl)cc2)nc1-c1ccncc1,-3.8,-2.2,-3.1,-1.9,-1.0,12.2,2.3,2.1,-0.1,1.1
CCOc1ccc(S(=O)(=O)N2CCCC(C(=O)NCC3CCCO3)C2)cc1 (stereo not drawn),-1.2,2.3,-2.7,-11.0,-0.9,9.6,-0.5,2.6,-3.2,0.0
Cc1noc(C)c1S(=O)(=O)N1CCC2(CC1)OCCO2,-5.2,-0.8,2.1,0.0,-7.0,9.6,5.2,-2.6,-2.6,-2.8
CNC(=S)N(Cc1ccco1)Cc1cc2cc3c(cc2[nH]c1=O)OCCO3,8.9,-2.2,4.3,-8.3,3.6,11.9,-3.8,4.1,-3.4,0.8
CSc1ccc(OC2CCCCC2NS(=O)(=O)c2ccc(Cl)cc2)cc1 (stereo not drawn),-1.6,-2.8,-9.7,-0.5,-2.5,-12.0,0.0,1.6,-3.2,0.1
COc1cc(/C=C(\NC(C)=O)C(=O)N2CCCCC2)ccc1OC(C)=O,-14.9,0.2,0.6,10.4,-3.0,7.5,-4.7,-0.7,6.7,0.6
NC(=O)CC(NC(=O)Cc1ccc(Br)cc1)c1ccc(NCC2CC2)c([N+](=O)[O-])c1 (stereo not drawn),-13.9,2.9,6.1,-6.0,5.3,-9.5,-4.0,0.7,-4.2,1.6
COc1ccc(C(=O)O/N=C(\N)c2ccccc2)cc1,-11.5,-1.7,-8.8,3.9,2.7,4.0,-2.1,-2.8,1.7,-2.5
CC1CCCN(CCSc2ccc(Cl)cc2)C1 (stereo not drawn),4.4,-1.1,-2.8,3.2,-8.7,-5.5,0.9,-7.4,-3.0,0.4
CCOC(=O)c1[nH]c(C)c(C(=O)Nc2ccc(C)cc2C)c1C,-3.7,·,0.6,-0.7,3.7,-2.4,0.6,-0.1,-0.7,0.6
Cc1ccc(S(=O)(=O)CCC(=O)Nc2ccccc2N2CCCC2)cc1,-3.4,-2.6,-4.4,6.8,0.6,-0.1,1.9,2.3,-0.7,0.6
COc1ccc(C2C(C#N)=C(N)OC3=C2C(=O)CC(C)(C)C3)c([N+](=O)[O-])c1OC (stereo not drawn),-9.6,0.5,-0.1,3.5,-4.2,-13.7,-3.5,13.2,-1.5,-1.2
Cc1ccc(C)c(S(=O)(=O)Nc2ccc(C(=O)N3CCC3)cc2)c1,-5.7,1.3,2.1,0.2,1.9,-3.4,-0.5,-4.8,0.1,-1.4
Cc1nnc(SCC(=O)NNC(=O)c2ccc(F)cc2)n1Cc1ccccc1,3.5,-1.6,1.0,-0.8,-11.9,5.0,2.3,-3.7,-0.9,1.4
Cc1ccc(S(=O)(=O)N2CCCC2CNC(=O)C(=O)NC2CC2)cc1 (stereo not drawn),5.8,-3.3,0.8,9.8,-4.5,4.2,-3.1,-6.0,-2.2,-0.5
CCOC(=O)C1=C(N)N2C(=O)C(C)SC2=C(C(=O)OCC)C1c1cc(OC)c(OC)c(OC)c1 (stereo not drawn),4.7,1.2,-4.2,-0.2,5.0,·,-1.4,-4.1,-3.4,-0.5
COc1ccc(NC(=S)N2CCCCCC2)cc1OC,-3.6,-7.7,1.1,·,2.4,-4.9,-0.2,-0.3,0.4,-2.6
COc1ccc(OC)c(NC(=O)C2CCCCC2C(=O)O)c1 (stereo not drawn),2.9,9.6,-1.3,1.6,-10.4,7.6,0.3,-0.2,0.0,-3.9
CCN(CC)S(=O)(=O)c1cccc(NC(=O)CN(C)Cc2cccc(OC)c2)c1,3.6,-2.3,-1.5,-22.8,0.1,-32.7,-7.7,2.3,-4.1,0.2
O=C(NCc1cccnc1)C1c2ccccc2C(=O)N1C1CCCCCCC1 (stereo not drawn),-6.4,·,1.5,-11.0,-5.7,0.9,-6.6,-2.3,-1.3,-0.9
O=C1C(O)CCN1Cc1ccccc1 (stereo not drawn),-1.0,10.7,0.0,-5.6,0.8,22.1,0.1,-4.4,0.7,1.0
Cc1nc(S(=O)(=O)c2cccc(Cl)c2)nc2c1CCC2,6.5,29.8,0.7,1.4,3.0,58.7,-3.7,13.9,-0.6,-1.2
O=C(O)c1cccc(-c2ccc(/C=N/n3cnnc3)o2)c1,-1.2,-3.0,-0.8,-5.2,-14.0,-8.3,-0.8,3.4,2.1,-1.8
CCn1c2ccc(/C(C)=N\O)cc2c2cc(/C(C)=N\O)ccc21,-5.9,·,0.0,3.4,-4.0,5.0,-4.4,-1.4,0.1,0.2
O=S(=O)(Nc1ccc(-c2nc3cccnc3s2)cc1)c1ccccc1F,2.9,-3.2,1.5,-8.1,-6.2,12.8,-5.8,1.6,0.1,-8.5
O=C(CN(Cc1ccc(Br)cc1)S(=O)(=O)c1ccccc1)NCc1cccnc1,-5.3,-1.4,-0.9,2.7,6.0,27.0,-0.5,2.8,-4.1,-1.1
CCn1c(SCC(=O)Nc2cc(C)on2)nnc1-c1ccc(OC)cc1,-3.9,-4.0,-3.1,8.4,-3.2,-16.3,2.5,1.0,-1.9,-0.1
O=C(CCOc1ccccc1)Nc1ccnn1C1CCN(Cc2ccc(O)cc2)CC1,-3.2,-3.7,-5.6,3.2,-9.2,10.5,-0.9,4.7,-1.7,0.8
CCN(CC)c1ccc(NC(=O)COc2ccc(C)cc2)cc1,-10.6,-3.9,-10.1,-2.0,0.8,49.9,-6.0,0.5,-1.6,-2.9
Cc1ccc([N+](=O)[O-])cc1S(=O)(=O)NCCc1c(C)[nH]c2ccccc12,-1.7,-3.9,3.6,-21.7,-12.5,6.4,-6.2,14.8,0.0,-0.2
Cc1noc(C)c1COc1ccc(C(=O)OC(C)C(=O)Nc2ccc(S(=O)(=O)N3CCOCC3)cc2)cc1 (stereo not drawn),3.7,54.2*,0.1,-3.9,3.7,-8.6,1.6,0.5,-0.6,3.1
CCOc1ccc2c(c1)C(NC(C)=O)C(=O)N2CCN1CCOCC1 (stereo not drawn),-10.7,14.3,7.4,-8.3,2.9,19.7,-4.0,-3.8,28.5,0.3
COc1ccc(/C=C/C(=O)OCC(=O)Nc2ccc(OC)c(S(=O)(=O)N3CCCCC3)c2)cc1,-5.4,·,-1.8,0.1,-9.1,-2.1,-5.9,-1.2,-0.5,-1.2
CCOC(=O)c1nnc(-c2ccc(C)cc2)nc1Sc1ccc(Cl)cc1,3.5,1.3,1.0,-2.2,-7.6,-9.3,-1.4,-5.2,-1.0,2.3
COc1cccc(OC)c1C(=O)Nn1c(-c2cccs2)nc2ccccc2c1=O,-1.3,-2.5,1.4,9.3,0.6,26.9,-2.7,7.1,-4.0,0.5
CCN(CCCNC(=O)CN(C)S(=O)(=O)c1cccc2nsnc12)c1cccc(C)c1,2.6,0.5,1.5,-6.9,3.6,-29.6,-1.0,6.4,-2.7,1.9
CC(=O)N1[C@H](C)C=C[C@]1(Cc1ccccc1)C(=O)NCCc1c[nH]c2ccccc12,-0.6,-3.3,0.1,-2.5,2.1,8.5,-5.8,13.4,-1.4,-1.6
C[C@H](CO)N1C[C@H](C)[C@@H](CN(C)Cc2ccc(C(=O)O)cc2)Oc2c(NS(=O)(=O)c3cccs3)cccc2C1=O,-1.6,2.7,-4.1,2.3,-2.1,10.2,-6.3,-1.8,0.9,0.0
COC(CNc1ncnc2sc(-c3ccccc3)cc12)OC,-7.2,-8.4,-0.3,-6.0,3.4,-44.9,1.6,-4.7,-3.3,1.3
O=c1cc(-c2ccc(C(F)(F)F)cc2)oc2ccccc12,5.3,-0.8,-12.5,-4.7,3.2,5.3,-2.0,-3.0,-0.1,0.0
CCOC(=O)N1CCN(C(=O)CS(=O)(=O)c2cn(Cc3ccccc3Cl)c3ccccc23)CC1,1.9,-3.4,1.7,-11.3,-10.8,-5.1,-7.8,2.7,0.5,-1.0
COc1ccccc1/C=C(\C#N)C(=O)c1cccn1C,-5.5,2.7,-4.2,·,-4.1,5.3,-0.6,1.9,-2.3,-1.1
Cc1c(Cl)cccc1NC(=S)NNS(=O)(=O)c1ccc([N+](=O)[O-])cc1,-5.2,16.2,9.3,6.0,-1.4,8.3,-1.0,0.9,-0.6,-1.5
COCCNC(=O)CCC1CCN(Cc2ccc(-c3ccccc3)cc2)CC1,-17.2,-2.9,2.3,3.9,-8.7,-0.3,-4.9,-2.1,-0.9,-3.6
Cn1c(SCC(=O)N2CCOCC2)nnc1-c1ccc(NC(=O)c2ccccc2F)cc1,-6.7,1.8,-1.9,3.3,-4.9,-47.2,-2.9,1.5,-0.4,0.9
Cn1c(=O)c(C(=O)CN2CCN(Cc3ccc4c(c3)OCO4)CC2)c(N)n(Cc2ccccc2)c1=O,6.2,-1.1,-7.1,0.3,-2.9,·,-1.1,0.2,-3.1,-0.5
CN(C)c1ccc(N2C(=NC(=O)CCc3ccccc3)SC3CS(=O)(=O)CC32)cc1 (stereo not drawn),-1.8,0.5,2.8,6.5,-10.8,8.1,9.3,-1.6,-2.5,1.4
COc1ccc(OC)c(CNC(=O)CCCc2cn(C)c3ccccc23)c1,-10.7,·,-4.2,-13.5,-6.1,-16.8,-2.2,4.9,-0.4,-0.8

# Source: PubChem BioAssay
